Cav32 inh = blocks human Cav3.2 T-type calcium channel; O95180; Cav3.2-expressing cells, Fluo-4 calcium fluorescence FDSS; stronger effect = lower value; B-score at 10 µM; hit rate 4% among 100,000; AID 449739;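 active means single-dose well whose peak fluorescence ratio is a statistical outlier from its plate by either plate-standardised score or position-corrected B-score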
Numbers without * were called inactive.

compound,Cav32 inh
COc1ccc(CCn2c(N3CCN(C)CC3)nc3c2c(=O)[nH]c(=O)n3C)cc1,0.48
COc1ccc(C(N)=O)cc1NC(=O)CC(O)(C(F)(F)F)C(F)(F)F,0.25
C#CCSc1nnc(-c2ccccc2)c(=O)[nH]1,-0.0034
C/C(=N\N1CCN(C2c3ccccc3-c3ccccc32)CC1)c1cccnc1,-0.27
COc1ccc(OCC(=O)NCc2cccnc2)cc1,0.37
CCOC(=O)CNC(=O)Cn1cnc2ccc(S(=O)(=O)N3CCC(C)CC3)cc2c1=O,-1.4
Cc1ccc(S(=O)(=O)NCCSc2nnc(N)s2)cc1,0.59
CC1(OC(=O)C2CCCC2)C(=O)C=C2C=C(c3ccsc3)N(Cc3ccco3)C=C2C1=O (stereo not given),-0.68
Cc1cccc(NC(=O)CCn2ccnc2C)c1,-1.2
COc1ccc(CCN(Cc2cc3cc(C)ccc3[nH]c2=O)C(=O)N2CCCC2)cc1OC,0.84
CCOC(=O)Cc1csc(NC(=O)CN2C(=O)c3ccccc3S2(=O)=O)n1,0.031
CCN(CC#CCC1(O)c2ccccc2-c2ccccc21)C(C)C,0.7
CCCCNC(=O)Nc1c(C(=O)OC)[nH]c2ccc(C)cc12,-0.025
COCCNC(=O)C(c1ccco1)N(C(=O)Cn1nnc2ccccc21)c1ccccc1C (stereo not given),0.71
CN(CC(=O)Nc1ccccc1N1CCOCC1)S(=O)(=O)c1ccc(Cl)cc1,-0.062
CCOC(=O)c1c(C)c(C(=O)NCc2cccs2)c(C)n1CC,-0.062
Cc1ccc(Sc2nc3c(c(=O)[nH]c(=O)n3C)n2CCc2ccccc2)cc1,-0.052
CCCCC(C)n1[nH]c(=O)cc1N (stereo not given),0.75
CCOc1ccccc1N1CCN(C(=O)c2cc(C)oc2C)CC1,0.0013
c1ccc(CSc2nnc3c(n2)OC(c2ccco2)Nc2ccccc2-3)cc1 (stereo not given),-1.1
C(=N\n1cnnc1)/c1cccnc1,1.3
CCOc1cc(C2NC(=O)NC(C)=C2C(=O)NCc2ccccc2)c(Cl)cc1O (stereo not given),0.57
Cc1noc(N)c1C(=O)Nc1ccc(F)c(Cl)c1,-0.64
N#CC1=C(S)N(c2ccc(F)cc2)C(c2cccs2)NC1=O (stereo not given),0.064
CCC(C)Nc1nc(-c2ccc3c(c2)NC(=O)CO3)cs1 (stereo not given),-1.3
COC(=O)C1=C(C)N(c2ccc(F)cc2)C(=O)C1,0.39
O=S(=O)(Nc1cccc2ccccc12)N1CCCC1,-1.3
Cc1cc(C(=O)NCc2cc(C(=O)O)oc2C)c(C)o1,-0.19
Cc1cc(C)c(C#N)c(SCc2[nH]nc3c2C(c2ccccc2)C(C#N)=C(N)O3)n1 (stereo not given),1.5
Cc1cccc(OCCCC(=O)Nc2ccccc2C(F)(F)F)c1,-2
COc1ccc(CCN(Cc2nc3ccccc3c(=O)[nH]2)C(=O)c2ccco2)cc1OC,0.48
CC1CCCCN1Cc1ccc(N(C)C)cc1 (stereo not given),0.71
Nc1ccc(C(=O)N/N=C\c2cc(N=Nc3cccc4ccccc34)ccc2O)cc1,0.64
O=C(c1ccc(Cl)cc1)N1CCC(c2nc(-c3cccs3)no2)CC1,-3.1
O=C(CSc1nnc(-c2ccccc2Cl)o1)N1CCCCC1,-4.2*
O=C(O)c1ccc(-n2nnnc2Oc2cccc3cccnc23)cc1,0.4
CCCc1c(OCCCCc2nn[nH]n2)ccc(C(C)=O)c1O,0.19
Cc1cc(OCc2nc(-c3ccc(NC(=O)c4cccnc4)cc3)no2)ccc1Cl,0.27
Clc1cc(Cl)c2nc(N3CCCC3)sc2c1,0.76
Cc1cc(C)c(S(=O)(=O)/N=C2\C=CC(=O)C(Cl)=C2)c(C)c1,-1.1
COC(=O)c1nn(-c2ccccc2)c(=O)cc1Oc1ccccc1,0.79
O=C(CN1NS(=O)(=O)c2ccccc2C1=O)Nc1ccccc1OC(F)F,-0.15
Cc1nc2nc[nH]n2c(=O)c1CCC(C)C,0.18
CC1Cn2c(nc3c2c(=O)[nH]c(=O)n3C)O1 (stereo not given),0.006
COCCNC(=O)COc1cc(=O)n(C)c2ccccc12,-0.61
c1ccc(SCc2nc3ccccc3[nH]2)nc1,0.72
COc1cccc(CNC(=O)CCCNS(=O)(=O)c2cccs2)c1,0.29
CCCC(=O)NCCSC,0.12
Cc1ccc(C(=O)Nc2sc3c(c2C#N)CCCCC3)cc1C,0.21
O=C(CCCOc1ccc(Cl)cc1Cl)Nc1ccncc1,0.7
COC(=O)Cc1c(C)c2ccc(OC(=O)c3ccco3)cc2oc1=O,1.4
CCOC(=O)c1c(C)[nH]c(NC(=O)N2CCOCC2)c1C,0.35
Cc1cc(C)nc(N2CCCC(C(=O)NC3CCCC3)C2)n1 (stereo not given),0.75
CCNS(=O)(=O)c1ccc(NC(=O)Nc2cccc(OC)c2)cc1,-1.1
O=C(Nc1ccc(O)cc1)c1cc2n(n1)C(C(F)(F)F)CC(c1ccco1)N2 (stereo not given),-0.52
COC(C[C@H](O)C[C@H](O)[C@@H](C)OCc1ccccc1)OC,0.77

(listing goes on)
compound,Cav32 inh
CC(C)c1ccc(N=c2c([N+](=O)[O-])nn(-c3ccc4c(c3)OCCO4)n2O)cc1,-1.3
COC(=O)c1sccc1NC(=O)c1sccc1C,-0.68
O=C(CN1CCN(C2CCCCC2)CC1)NCCC1=CCCCC1,-0.027
Cc1nn(Cc2ccccc2)c2sc(C(=O)N3CCN(Cc4ccc5c(c4)OCO5)CC3)cc12,-4.3*
C=CCNC(=O)c1ccc(-c2nc(-c3ccc(Cl)c(Cl)c3)cs2)cc1,0.76
CCCSc1cc(=O)n(-c2ccccc2)nc1C(=O)OCC,1.5
C=CCNc1nc(SC)nc2ccsc12,0.64
COC(=O)CN(C#N)c1nc(SC)nc(N(C)C)n1,-1.6
C=CCN1C(=O)/C(=C2/Sc3ccccc3N2C)SC1=Nc1ccccc1C,-0.72
CCO[C@H]1OC(C(N)=O)=C[C@@H](c2ccc(Br)cc2)[C@@H]1CCCO,-0.035
Cc1ccc(-c2nn(CCC(=O)O)cc2CCC(=O)O)cc1,0.39
O=c1[nH]c(-c2cccnc2)nc2ccccc12,-0.014
CCOC(=O)C(C#N)(Cc1cc(OC)cc(OC)c1)Cc1cc(OC)cc(OC)c1,-2.2
O=C(Nc1ccc(F)cc1)c1cc(S(=O)(=O)N2CCCCC2)cs1,-5.2
Cc1ccc(N=Cc2cc(C)n(C3CCCC3)c2C)cc1,-0.19
COc1cccc2cc(C(=O)N(C)C3CCN(C)CC3)c(=O)oc12,0.78
O=C(CSCC(=O)N1CCN(c2ccccc2)CC1)Nc1nc(-c2ccc(Cl)s2)cs1,-5.6*
Cc1ccc(S(=O)(=O)NCc2n[nH]c(=S)n2C)cc1,0.3
COc1ccc(/C=N/n2c(SC)nnc(C(C)(C)C)c2=O)cc1,-0.52
O=C(Cn1nnc(-c2ccc(Cl)cc2)n1)NC1CCN(Cc2ccccc2)CC1,-5.9*
COCCOC(=O)C1=C(N)OC2=C(C(=O)CCC2)C1c1cccnc1 (stereo not given),-0.9
Cc1c(C(=O)C(C)C)n(C)c2ccccc12,0.022
O=C(NCCc1ccccc1)c1ccc(Br)o1,1.6
N/C(Cc1ccc(Cl)cc1)=N\OC(=O)c1ccc2ccccc2c1,0.017
Cc1cc(C(=O)OCC(=O)N2CC(C)CC(C)C2)c(C)o1 (stereo not given),0.65
COc1cc(-c2cn(S(=O)(=O)c3cccc4nsnc34)nc2N)cc(OC)c1OC,0.063
COc1cccc(NC(=O)c2ccncc2)c1,0.57
Cc1c(N2C(=O)/C(=C/c3ccccc3)SC2=S)c(=O)n(-c2ccccc2)n1C,1.4
CCOC(=O)Cc1csc(NC(=O)CN(C)S(=O)(=O)c2ccc3c(c2)CCC(=O)N3)n1,-0.46
Cc1cccc(NC(=O)CN2C(=O)CNC2=O)c1,-0.25
COc1ccccc1CN1C(=O)c2ccncc2C1=O,1
COc1ccc(N2CCN(S(=O)(=O)c3ccc(C(=O)NC4CCCC4)cc3)CC2)cc1,1.1
COCCn1c(C)cc(C(=O)CN2C(=O)NC3(CCCCCCC3)C2=O)c1C,0.094
COc1cccc(N2CCN(c3ncnc4c3cnn4-c3ccc(C)cc3C)CC2)c1,1.4
CCOC(=O)c1sc2c(c1C)C(c1cccs1)C1=C(CCCC1=O)N2 (stereo not given),-0.41
COc1cccc(OCCSc2nnc3sc4ccccc4n23)c1,-1.1
N#CCO/N=C(\c1ccccc1)c1ccncc1,-0.95
CCNC(=O)O/N=C(\C)c1sc(-c2ccc(Cl)cc2)nc1C,-0.092
CCOc1ccccc1N1CCN(C/C=C/c2ccc(N(C)C)cc2)CC1,1.3
Cc1c(C#N)c(NC(=O)c2ccccc2)n(Cc2ccccc2)c1C,-3.3
Cc1nn(C)cc1/C=N\NC(=O)c1ccc2c(c1)c(C)c(C)n2Cc1ccccc1,-3.8*
COCCCNc1nc(SCc2ccccc2)nc2sc3c(c12)CCC3,-3.3
Cc1ccc(NC(=O)CSCC(=O)O)c(C)c1,0.044
CCn1c(SCC(=O)c2ccccc2)nc2c(c1=O)SC(C)C2 (stereo not given),-0.76
COCCN1C(=O)c2ccccc2C(C(=O)N2CCN(c3ccccn3)CC2)C1c1ccc(F)cc1 (stereo not given),0.58
O=C1CCCN1CCC1CCN(C(=S)Nc2ccc(F)cc2)CC1,1.1
Cc1nc2ccccn2c1C(=O)N/N=C/c1cc(C)n(-c2ccc(Cl)cc2)c1C,-1.4
O=C(NN=C1CCCCCCC1)C(=O)NC1CCCCC1,0.62
COc1ccc(C)cc1S(=O)(=O)N(C)CC(N)=O,0.26
COc1cc(C)c(S(=O)(=O)NC2CC(C)(C)NC(C)(C)C2)cc1C,-0.057
CSc1cccc(NC(=O)c2ccc(Cl)nc2)c1,0.64
COC(=O)c1cc(CN2CCN(c3ccccc3C)CC2)ccc1O,-1.8
CCCCC(=O)Nc1ccc(C(=O)NNC(=O)c2ccco2)cc1,0.016
CC(=O)Nc1nc(C)nc(-c2ccccc2)c1C(C)=O,0.18
CCOC(=O)c1sc(NC(=O)CSc2nccc(C)n2)c(C#N)c1C,0.38
CCOC(=O)c1cc(-c2ccc(OC)cc2F)nc2c1c(C)nn2CCC#N,-1.8

Next entries
compound,Cav32 inh
COc1ccc(OC)c(N(CC(=O)NCc2cccnc2)S(C)(=O)=O)c1,0.18
CNC(=O)COC(=O)c1nc(-n2nc(C)cc2C)ccc1Cl,-0.021
COC(=O)c1c(S(=O)(=O)NCc2ccccc2)sc(C(=O)O)c1C,0.034
O=C(O)CC(NS(=O)(=O)c1ccc(Br)cc1)c1ccco1 (stereo not given),-0.064
CCOC(=O)c1nn(-c2ccc(C)cc2)c(=O)c2c(N)scc12,0.64
COc1ccc(C2N=C(N)N=C(N)N2c2ccc(C)cc2)cc1 (stereo not given),0.95
CC(=O)N1CCN(C2c3cccc4cccc(c34)C2NS(=O)(=O)c2ccccc2)CC1 (stereo not given),1.3
O=C(O)CCCC(=O)Nc1ccc(Sc2ccc([N+](=O)[O-])cc2)cc1,0.14
NC(=O)c1ncn([C@@H]2O[C@H](CO)[C@@H](O)[C@H]2O)c1O,-1.2
O=C(NCSc1ccnc(SCNC(=O)c2ccc(F)cc2)n1)c1ccc(F)cc1,-0.14
CN(NC(=O)NN)c1ncc(C(F)(F)F)cc1Cl,-0.27
COc1ccc(NC(=O)CCN2CCCCC2)cc1,0.38
O=C(CN(C1CC1)S(=O)(=O)c1ccc(S(=O)(=O)NC2CCCCC2)cc1)Nc1ccccc1,-12*
COc1cc(NC(=O)Nc2cccc(C(C)=O)c2)cc(OC)c1OC,0.25
O=C(COc1cccc(NC(=O)c2ccco2)c1)c1ccccc1,-0.58
COc1ccc(/C=N/NC(=O)c2cccc(Br)c2)cc1Cn1cc(Cl)cn1,-0.44
CCOC(=O)c1cc2occc2n1CC(=O)N1CCN(C(=O)c2ccco2)CC1,0.37
Cn1c(SCC(=O)N2CCOCC2)nnc1-c1ccc(Cl)cc1Cl,0.73
CCC1OC23CCCCC2C(C#N)(C(=N)O3)C1(C#N)C#N (stereo not given),0.17
Cc1ccc(OCc2nc(-c3ccccc3)no2)c(C)c1,0.69
COc1ccc(Nc2oc(COc3ccccc3F)nc2C#N)cc1,-1.3
Oc1ccc(-c2nc(=S)[nH][nH]2)cc1,1.3
CCOC(=O)c1c(N2C(=O)C=CC2=O)sc(C)c1C,0.012
O=C(Nc1nnc(-c2ccc(Cl)cc2)o1)c1nc2ccccc2s1,-0.3
CCC(Sc1nc2ccccc2s1)C(=O)Nc1nnc(C)s1 (stereo not given),-0.39
COC(=O)/C=c1/sc2nc3ccccc3n2c1=O,0.78
O=S(=O)(NCc1ccccc1)c1ccc(Cl)c(S(=O)(=O)NCc2ccccc2)c1,-3.4

Molecules above containing a CF3 group (4):
compound,Cav32 inh
COc1ccc(C(N)=O)cc1NC(=O)CC(O)(C(F)(F)F)C(F)(F)F,0.25
Cc1cccc(OCCCC(=O)Nc2ccccc2C(F)(F)F)c1,-2
O=C(Nc1ccc(O)cc1)c1cc2n(n1)C(C(F)(F)F)CC(c1ccco1)N2 (stereo not given),-0.52
CN(NC(=O)NN)c1ncc(C(F)(F)F)cc1Cl,-0.27

Source: PubChem BioAssay (Vanderbilt High Throughput Screening Facility)

Some of the compounds tested. The share of hits here may be higher or lower than overall.
